TAAR1 agonist = agonists of human TAAR1. Q96RJ0. hit rate 0.99% among 360,000. activation, % at 3 µM. CHO RD-HGA16 TAAR1, Fluo-8 calcium fluorescence; vehicle wells 0%, saturating PEA agonist 100%. AID 624467;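 active = activation above the mean activation of all test compounds in the run plus 3 SD, cut at about 38% in these data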
Target sequence (Q96RJ0 whole entry, looked up): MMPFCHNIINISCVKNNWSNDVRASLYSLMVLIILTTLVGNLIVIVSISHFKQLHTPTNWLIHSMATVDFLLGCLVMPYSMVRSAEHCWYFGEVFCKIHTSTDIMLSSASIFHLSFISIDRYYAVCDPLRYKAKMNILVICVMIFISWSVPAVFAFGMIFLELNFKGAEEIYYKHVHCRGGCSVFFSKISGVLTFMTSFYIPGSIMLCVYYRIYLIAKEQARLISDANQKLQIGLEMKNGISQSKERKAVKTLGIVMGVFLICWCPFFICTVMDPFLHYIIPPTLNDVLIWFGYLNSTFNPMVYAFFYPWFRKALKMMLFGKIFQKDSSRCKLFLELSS
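Test system: RD-HGA16 (CHO) cells co-expressing Gα16 and hTAAR1; dosing: one-point dosing at 3 µM (nominal); timing: 17-24 h seeding, 75 min 37 °C dye, 30 min RT; signal: kinetic Fluo-8 calcium fluorescence; read-out basis: % activation relative to PEA EC100 response; controls: DMSO and PEA EC100; replicates: n 1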
CHO parental Ca = counter-screen for OX1R antagonists: effect in parental CHO cells; parental CHO-K1, ATP-induced calcium, Fluo-8 fluorescence; inhibition, % at 5.6 µM; hit rate 0.63% among 330,000;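 active = inhibition above that plate's mean sample inhibition plus 3 SD, cut at about 26% in these data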;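 also: 0% = ATP-challenged DMSO wells and 100% = DMSO wells without ATP; some compounds past the cut are filed as inactive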
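Test system: parental CHO cells; detection: calcium-sensitive Fluo-8 fluorescence; evaluation: percent inhibition of calcium signal; also added: ATP as calcium-mobilizing challenge; repeats: one well per compound; control set: ATP-challenged DMSO wells low, unchallenged DMSO wells high; compound: single nominal dose of 5.6 µM per compound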
CHRM1 PAM = positive allosteric modulators of human M1 muscarinic receptor. activation, % at 3 µM. hit rate 0.088% among 360,000. AID 588819. CHO-K1 hM1, Fluo-8 calcium fluorescence, ACh EC20; 0% = ACh EC20, 100% = maximal ACh; in the data active = activation above about 19%, passing the limit was not always enough
Target sequence (P11229 whole entry, looked up): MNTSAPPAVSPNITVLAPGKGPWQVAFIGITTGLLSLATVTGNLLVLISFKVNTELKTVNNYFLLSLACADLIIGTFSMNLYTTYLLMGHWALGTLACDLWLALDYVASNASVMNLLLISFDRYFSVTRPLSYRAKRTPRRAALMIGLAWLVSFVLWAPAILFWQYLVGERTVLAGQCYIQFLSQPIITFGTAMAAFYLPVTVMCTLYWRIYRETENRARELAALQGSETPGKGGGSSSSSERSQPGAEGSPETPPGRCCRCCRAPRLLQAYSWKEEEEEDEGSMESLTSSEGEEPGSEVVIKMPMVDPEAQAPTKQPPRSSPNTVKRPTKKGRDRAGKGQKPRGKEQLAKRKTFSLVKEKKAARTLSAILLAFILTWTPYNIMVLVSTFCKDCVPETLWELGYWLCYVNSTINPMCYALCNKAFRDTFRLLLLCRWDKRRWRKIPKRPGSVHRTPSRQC
CHO-K1 Ca ag = M1 agonist counterscreen hit in parental CHO-K1 cells. Fluo-8 calcium fluorescence; scaled to maximal ATP response, vehicle zero. AID 602248. activation, % at 3 µM. hit rate 0.48% among 360,000; in the data active = activation above about 15%;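 also: untransfected CHO-K1 host cells lacking M1 receptor as counterscreen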
M1 antag = antagonists of human M1 muscarinic receptor; AID 588852; inhibition, % at 3 µM; CHO-K1 hM1, Fluo-8 calcium fluorescence, ACh EC80 antagonist; hit rate 1.3% among 360,000;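 active = percent inhibition above its own plate's cutoff, namely the mean of that plate's compound wells plus 3 SD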;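 also: peak over basal fluorescence ratio during 140 s after agonist addition; 0% = ACh EC80 plus DMSO and 100% = DMSO alone without agonist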
CHO-K1 Ca antag = nonselective inhibitor or artifact in parental CHO-K1 cells. AID 602250. hit rate 0.6% among 360,000. ATP-induced calcium, Fluo-8 fluorescence. inhibition, % at 3 µM;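 active = inhibition above a per-plate cutoff, the plate's mean sample inhibition plus 3 SD, cut at about 24% in these data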;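 also: 0% = DMSO plus EC80 ATP and 100% = DMSO alone without ATP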
TAAR1 antagonist = antagonists of human TAAR1; hit rate 1.5% among 360,000; Q96RJ0; CHO RD-HGA16 TAAR1, Fluo-8 calcium fluorescence, antagonist; inhibition, % at 3 µM; AID 624466;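 active = inhibition above a per-plate cutoff, the mean inhibition of test compounds on that plate plus 3 SD, cut at about 49% in these data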;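 also: 0% = DMSO plus EC80 beta-PEA response and 100% = DMSO alone without agonist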
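System: CHO RD-HGA16 cells bearing hTAAR1. Reagent: EC80 β-phenethylamine stimulus. Schedule: seeding 17-24 h prior, 75-min 37 °C, 30-min RT dye loading. Signal: Fluo-8 intracellular calcium dye fluorescence, real-time kinetic reads. Read-out: % inhibition from peak post-agonist over basal fluorescence ratio. Benchmarks: vehicle wells and EC80 agonist wells. Replicates: n of 1.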
CHO-K1 Ca PAM = M1 PAM counterscreen hit in parental CHO-K1 cells; ATP EC20, Fluo-8 calcium fluorescence; 0% at ATP EC20, 100% at ATP max; activation, % at 3 µM; hit rate 0.02% among 360,000;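 active = activation above the run cutoff, the mean activation of all test compounds plus 3 SD, cut at about 40% in these data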;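 also: peak over basal fluorescence ratio in a 140 s read after ATP addition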
CHRM1 agonist = activates human CHRM1 receptor. CHO-K1 hM1, Fluo-8 calcium fluorescence, agonist mode; 0% DMSO, 100% acetylcholine EC100. activation, % at 3 µM. hit rate 0.33% among 360,000. AID 588814;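 active = activation above the run's mean compound activation plus 3 SD, cut at about 16% in these data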;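 also: peak over basal fluorescence ratio within a 140 s kinetic read after compound addition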
* marks the source's active call; other numbers are inactive results; x = not tested or not shown.

SMILES	TAAR1 agonist	CHO parental Ca	CHRM1 PAM	CHO-K1 Ca ag	M1 antag	CHO-K1 Ca antag	TAAR1 antagonist	CHO-K1 Ca PAM	CHRM1 agonist
COc1cccc(CN2CCN(CC(=O)Nc3ccccc3Cl)CC2)c1	7.3	-6.0	-1.7	-0.1	-4.1	-12.3	0.8	1.9	-5.5
O=C(Nc1nc2ccccc2[nH]1)c1ccccc1O	9.1	-7.7	-3.0	0.3	0.5	-5.6	-6.7	-5.8	-3.6
N#C/C(C(N)=O)=C1/CCc2ccccc2N1	5.7	-4.0	-1.6	-0.4	5.3	0.9	0.5	3.8	-5.8
Cc1cc(C)cc(OC(C)C(=O)Nc2ccc3c(c2)n(C)c(=O)n3C)c1 (stereo not given)	8.1	x	13.6	0.7	-17.2	3.9	-15.7	-6.4	1.6
COc1cccc(NC(=O)C2(C)CCN2C(=O)C2CCCCC2)c1 (stereo not given)	0.6	x	-4.6	-0.1	5.6	5.8	-18.2	11.4	-4.9
COc1ccc([C@H]2CN(c3ccccc3)C(=O)[C@@H]2CC(=O)Nc2ccccc2)cc1	3.6	x	-11.7	1.4	15.9	0.8	4.8	-6.3	-5.3
CC(C)(C)c1ccc(OCc2ccc(C(=O)Nc3cccnc3)o2)cc1	9.1	29.2*	-14.3	6.9	23.0	7.0	75.0*	-25.0	-6.1
O=C1NC[C@H](Cc2ccccc2)N(C[C@H]2CCCN2C[C@H](Cc2ccccc2)N2C[C@H](Cc3ccc(O)cc3)N(CC3CCCCCC3)C(=O)C2=O)C1=O	-0.3	x	3.5	1.6	-6.3	-14.7	4.4	17.6	-5.7
CN(C(=O)COC(=O)Cc1c(Cl)cccc1Cl)C1CCS(=O)(=O)C1 (stereo not given)	7.2	-17.4	14.8	0.7	-10.3	-8.9	-4.8	14.7	-1.8
O=C1CN(c2nc(-c3cccnc3)nc3sc4c(c23)CCCC4)CCN1	9.5	-6.4	-20.7	4.0	25.8	1.3	21.6	1.7	-6.6
CCCNC(=O)c1ccc(N2CC3CC(C2)c2cccc(=O)n2C3)c(NC(=O)Nc2ccc(CC)cc2)c1 (stereo not given)	8.2	-27.9	4.2	13.0	-0.8	3.6	-19.5	9.9	-3.5
CCN1CCN(C(=O)c2ccc(CN(c3ccccc3)S(=O)(=O)c3ccccc3)cc2)CC1	0.9	-22.4	-10.1	-0.3	3.5	5.7	0.8	0.3	-7.5
CCCCNc1c2c(nc3c(-c4ccccc4)c(C)nn13)CCC2	2.4	-8.5	0.2	0.1	-2.6	-4.7	-32.1	8.5	-5.7
NC(Cc1ccccc1)c1csc(Nc2ccc(C(=O)c3ccccc3)cc2)n1 (stereo not given)	53.6*	x	-1.7	8.9	15.2	0.0	27.1	8.5	8.4
Cc1ccccc1C(=O)NCC(c1ccco1)N1CCc2ccccc21 (stereo not given)	1.6	-16.7	4.5	-0.6	-4.7	3.3	-19.4	-0.3	-2.5
COc1ccc(CN2C(=O)c3cccnc3C2=O)cc1S(=O)(=O)NC(C)C	9.1	2.7	-0.1	6.5	11.2	8.5	-6.2	3.6	-2.4
CCNC(=S)N(CCc1ccc(OC)c(OC)c1)Cc1cc2cc(OC)ccc2[nH]c1=O	4.6	-22.6	-1.3	3.3	5.9	-14.8	19.2	10.4	-9.0
CC1(C)Cc2nc3sc(C(N)=O)c(N)c3cc2CO1	4.4	11.4	8.7	1.1	-13.0	-9.8	-24.7	20.7	-3.7
CC(=O)Nc1nnc(SCc2ccc(C(=O)Nc3ccccc3F)cc2)s1	15.5	-13.3	-12.7	2.6	18.0	3.1	21.7	6.5	-4.0
Nc1c(C(=O)CSc2nccn2-c2ccc(Cl)cc2)c(=O)[nH]c(=O)n1C1CC1	12.5	-4.0	8.8	0.2	-9.1	-12.9	-0.8	7.2	-3.3
Cc1ccc2[nH]c(=O)c(CN(CC3CCCO3)C(=O)c3ccncc3)cc2c1 (stereo not given)	-1.8	-9.2	2.4	0.1	-6.3	20.1	3.4	-8.2	-3.2
CC1(C)Cc2ccccc2C(=C(C#N)C#N)N1	0.9	-3.0	12.0	1.8	-11.6	-7.6	0.0	15.8	-4.9
C/C(=N\NC(=O)c1cccnc1)c1cc2ccccc2o1	1.2	-9.4	11.2	1.2	-13.4	-23.6	6.4	19.0	-3.0
CCn1c(SCc2c(F)cccc2Cl)nnc1-c1ccco1	2.5	-12.3	-9.0	5.1	7.7	-24.4	24.8	19.2	0.8
CC1CN(Cc2ccccn2)CCC1=O (stereo not given)	-0.4	11.4	11.2	10.2	-11.2	-10.7	-6.7	25.0	-7.6
CCCCC(=O)Nc1cccc(NC(=O)c2cccnc2Cl)c1	2.0	-9.4	9.6	2.1	-11.5	-8.9	-14.3	18.9	-2.0
Cc1ccc(S(=O)(=O)N2CCCCC2)cc1NC(=O)c1cccs1	16.7	-6.3	10.7	1.5	-3.6	-5.1	-0.7	-15.6	1.5
CCOC(=O)Nc1ccc2c(c1)N(C(=O)CCN(C)C)c1ccccc1S2	3.6	-12.6	-21.7	0.4	51.1*	-4.2	6.2	20.4	-4.9
Cc1occc(=O)c1OCc1ccc(Cl)cc1Cl	-2.0	-9.6	3.0	-0.5	-8.5	2.6	-12.1	-6.1	-5.3
COCCNC(=S)N1CCC(c2nc(-c3ccc(N(C)C)cc3)no2)CC1	12.3	-7.1	6.2	4.2	-0.9	-0.9	-18.8	14.2	-3.8

Reformatted: results already given
SMILES | TAAR1 agonist | CHO parental Ca | CHRM1 PAM | CHO-K1 Ca ag | M1 antag | CHO-K1 Ca antag | TAAR1 antagonist | CHO-K1 Ca PAM | CHRM1 agonist
Cc1occc(=O)c1OCc1ccc(Cl)cc1Cl | -2.0 | -9.6 | 3.0 | -0.5 | -8.5 | 2.6 | -12.1 | -6.1 | -5.3
COc1ccc([C@H]2CN(c3ccccc3)C(=O)[C@@H]2CC(=O)Nc2ccccc2)cc1 | 3.6 | x | -11.7 | 1.4 | 15.9 | 0.8 | 4.8 | -6.3 | -5.3
Cc1ccccc1C(=O)NCC(c1ccco1)N1CCc2ccccc21 (stereo not given) | 1.6 | -16.7 | 4.5 | -0.6 | -4.7 | 3.3 | -19.4 | -0.3 | -2.5

(more compounds)
SMILES	TAAR1 agonist	CHO parental Ca	CHRM1 PAM	CHO-K1 Ca ag	M1 antag	CHO-K1 Ca antag	TAAR1 antagonist	CHO-K1 Ca PAM	CHRM1 agonist
Cc1ccc(S(=O)(=O)Oc2ccc3c(c2)O/C(=C\c2cccnc2)C3=O)cc1	x	-10.9	1.5	3.8	4.3	-13.0	x	11.3	-3.3
COc1ccccc1CC(=O)Nc1ccc(OC)c(OC)c1	4.5	-0.7	5.7	0.9	-8.7	-4.2	0.3	10.6	0.7
NC(=O)C1=C(N)c2ccccc2C1c1ccccc1 (stereo not given)	3.8	x	9.0	0.7	-20.0	-10.6	-16.0	15.7	-0.7
CCn1c(CCNS(=O)(=O)c2ccccc2Br)nnc1SC	-0.4	2.4	3.5	0.8	-4.2	-6.7	0.2	6.8	-5.6
OC(COCC(F)(F)C(F)(F)C(F)(F)C(F)F)Cn1c2ccc(Cl)cc2c2cc(Cl)ccc21 (stereo not given)	x	7.6	5.3	1.2	-9.6	-3.5	x	23.7	-10.0
Cn1c(C(=O)N2CCCC(C(=O)NCCN3CCOCC3)C2)cc2sccc21 (stereo not given)	2.5	-6.5	-2.7	-0.3	-12.0	-4.2	-7.9	-14.7	-3.5
O=C1C(Cl)=C(Nc2ccc3cn[nH]c3c2)C(=O)c2ccccc21	-4.2	63.8*	-7.7	-2.6	22.9	19.6	62.1*	-5.0	-8.7
COC(=O)C1=C2SC(C)C(=O)N2C(N)=C(C#N)C1c1cc(OC)c(OC)c(OC)c1 (stereo not given)	5.2	-16.5	7.0	-0.2	-13.4	-2.2	-3.5	5.7	-0.9
CCOC(=O)Cc1csc(NC(=O)c2cc(OC)cc(OC)c2)n1	2.4	-6.6	2.2	1.5	-3.0	-8.0	-2.0	17.3	-3.3
CN1C(CC(=O)Nc2ccc(Br)cc2)c2ccccc2CC1(C)C (stereo not given)	2.0	-15.3	-15.2	2.6	24.8	-19.4	-0.5	24.8	-4.8
CC1CC(C)CN(CC(=O)N2c3ccccc3CCc3ccccc32)C1 (stereo not given)	18.1	-8.8	-4.7	0.0	4.8	-6.2	1.6	-12.0	-14.5
Cc1cn([C@H]2C[C@H](O)[C@@H](/C=C/C(=O)NCCc3cccs3)O2)c(=O)[nH]c1=O	0.6	x	7.7	2.4	-27.6	-24.4	-3.8	26.6	-2.7
COc1ccccc1OCC(=O)NCCCN1CCOCC1	-1.5	-1.8	-2.6	0.6	3.6	-9.3	-6.9	0.3	-2.5
Cc1cc(C)c2oc(C(=O)N(Cc3ccc(F)cc3)C3CCS(=O)(=O)C3)cc(=O)c2c1 (stereo not given)	3.7	-17.8	-5.2	0.5	13.4	1.7	-23.1	-10.2	-2.8

M1 antag, hit marks shown above.
| smiles | CHRM1 PAM | M1 antag | CHRM1 agonist |
| --- | --- | --- | --- |
| CCOC(=O)Nc1ccc2c(c1)N(C(=O)CCN(C)C)c1ccccc1S2 | -21.7 | 51.1* | -4.9 |

Single entries from the results shown.
TAAR1 antagonist, CCNC(=S)N(CCc1ccc(OC)c(OC)c1)Cc1cc2cc(OC)ccc2[nH]c1=O stands at 19.2
CHO-K1 Ca antag, Cn1c(C(=O)N2CCCC(C(=O)NCCN3CCOCC3)C2)cc2sccc21 (stereo not given) stands at -4.2
